# Source: PubChem BioAssay
# NOD2-RIPK2 inh – blocks binding of human NOD2 to RIPK2. O43353. CHO BLA complementation NOD2-RIPK2, CCF4 ratio. inhibition, % at 4.98 µM. hit rate 0.38% among 360,000. AID 624267; in the data active = inhibition above about 21%;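 note: 0% = vehicle only and 100% = reference blocker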
# TLR9-MyD88 inh – inhibitors of human TLR9-MyD88 binding | CHO BLA complementation TLR9-MyD88, CCF4 FRET ratio | inhibition, % at 4.98 µM | Q9NR96+Q99836 | hit rate 0.21% among 340,000;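 active = inhibition above the mean over all tested compounds plus 3 SD, cut at about 21% in these data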;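 note: 0% = DMSO only wells and 100% = clavulanate BLA inhibitor control wells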
# TROY NFkB inh – blocks TROY-dependent signaling in reporter cells | Q293 LMP1-TROYcd NF-kB luciferase reporter, 4 h | inhibition, % at 10 µM | hit rate 0.98% among 360,000;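 active = compounds whose plate-normalised and pattern-corrected inhibition of the luciferase reporter signal at the single screening dose is 50% or more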
# ABHD5-PLIN5 inh – blocks binding of human ABHD5 to perilipin-5; Split G. princeps luciferase complementation, luminescence, 4 h; inhibition, % at 4 µM; hit rate 0.78% among 360,000;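 active = inhibition above the mean inhibition across every tested compound plus 3 SD, cut at about 22% in these data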;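 note: 0% = DMSO only wells and the 100% control is not disclosed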
# SRC1 inh – inhibits human SRC1 coactivator; inhibition, % at 3.6 µM; hit rate 0.12% among 360,000; AID 588354; Q15788; HEK293 GAL4-SRC1 luciferase reporter, luminescence;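 active = inhibition above the campaign mean plus 3 SD, with each screening campaign given its own cutoff, cut at about 60% in these data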;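 note: 0% = DMSO treated cells and 100% = gossypol at 36 µM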
# COUP-TFII inh – inhibitors of human COUP-TFII (NR2F2). P24468. HEK293T NGFI-A luciferase reporter, luminescence. inhibition, % at 8.6 µM. hit rate 0.7% among 370,000. AID 686940;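 active = inhibition above a per-plate cutoff, mean inhibition of test wells between control levels plus 3 SD, cut at about 38% in these data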;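 note: cells cotransfected with COUP-TFII expression vector driving the NGFI-A reporter; 0% = median of COUP-TF2 test wells and 100% = reporter-only cells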
# NCOA3 inh – inhibitors of human steroid receptor coactivator 3 (SRC3) | inhibition, % at 3.6 µM | Q9Y6Q9 | AID 588352 | HEK293 GAL4-SRC3 luciferase reporter, luminescence | hit rate 0.17% among 360,000;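 active = inhibition above a per-campaign cutoff, the mean of all compounds plus 3 SD, cut at about 60% in these data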;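 note: 0% = DMSO-treated cells and 100% = gossypol-treated cells at 36 µM; higher means less SRC3-driven luciferase light from the GAL4 reporter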
# NCOA2 inhibitor – human SRC2 (NCOA2) inhibition. Q15596. HEK293 GAL4-SRC2 luciferase reporter, luminescence. inhibition, % at 9 µM. hit rate 0.17% among 370,000. AID 651957;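 active = inhibition above the mean inhibition of all tested compounds plus 3 SD, set per campaign, cut at about 52% in these data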;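 note: 0% = DMSO treated cells and 100% = cells given Gossypol at 36 µM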
# Target sequence (Q15596 whole entry, looked up, the tested form may be a part): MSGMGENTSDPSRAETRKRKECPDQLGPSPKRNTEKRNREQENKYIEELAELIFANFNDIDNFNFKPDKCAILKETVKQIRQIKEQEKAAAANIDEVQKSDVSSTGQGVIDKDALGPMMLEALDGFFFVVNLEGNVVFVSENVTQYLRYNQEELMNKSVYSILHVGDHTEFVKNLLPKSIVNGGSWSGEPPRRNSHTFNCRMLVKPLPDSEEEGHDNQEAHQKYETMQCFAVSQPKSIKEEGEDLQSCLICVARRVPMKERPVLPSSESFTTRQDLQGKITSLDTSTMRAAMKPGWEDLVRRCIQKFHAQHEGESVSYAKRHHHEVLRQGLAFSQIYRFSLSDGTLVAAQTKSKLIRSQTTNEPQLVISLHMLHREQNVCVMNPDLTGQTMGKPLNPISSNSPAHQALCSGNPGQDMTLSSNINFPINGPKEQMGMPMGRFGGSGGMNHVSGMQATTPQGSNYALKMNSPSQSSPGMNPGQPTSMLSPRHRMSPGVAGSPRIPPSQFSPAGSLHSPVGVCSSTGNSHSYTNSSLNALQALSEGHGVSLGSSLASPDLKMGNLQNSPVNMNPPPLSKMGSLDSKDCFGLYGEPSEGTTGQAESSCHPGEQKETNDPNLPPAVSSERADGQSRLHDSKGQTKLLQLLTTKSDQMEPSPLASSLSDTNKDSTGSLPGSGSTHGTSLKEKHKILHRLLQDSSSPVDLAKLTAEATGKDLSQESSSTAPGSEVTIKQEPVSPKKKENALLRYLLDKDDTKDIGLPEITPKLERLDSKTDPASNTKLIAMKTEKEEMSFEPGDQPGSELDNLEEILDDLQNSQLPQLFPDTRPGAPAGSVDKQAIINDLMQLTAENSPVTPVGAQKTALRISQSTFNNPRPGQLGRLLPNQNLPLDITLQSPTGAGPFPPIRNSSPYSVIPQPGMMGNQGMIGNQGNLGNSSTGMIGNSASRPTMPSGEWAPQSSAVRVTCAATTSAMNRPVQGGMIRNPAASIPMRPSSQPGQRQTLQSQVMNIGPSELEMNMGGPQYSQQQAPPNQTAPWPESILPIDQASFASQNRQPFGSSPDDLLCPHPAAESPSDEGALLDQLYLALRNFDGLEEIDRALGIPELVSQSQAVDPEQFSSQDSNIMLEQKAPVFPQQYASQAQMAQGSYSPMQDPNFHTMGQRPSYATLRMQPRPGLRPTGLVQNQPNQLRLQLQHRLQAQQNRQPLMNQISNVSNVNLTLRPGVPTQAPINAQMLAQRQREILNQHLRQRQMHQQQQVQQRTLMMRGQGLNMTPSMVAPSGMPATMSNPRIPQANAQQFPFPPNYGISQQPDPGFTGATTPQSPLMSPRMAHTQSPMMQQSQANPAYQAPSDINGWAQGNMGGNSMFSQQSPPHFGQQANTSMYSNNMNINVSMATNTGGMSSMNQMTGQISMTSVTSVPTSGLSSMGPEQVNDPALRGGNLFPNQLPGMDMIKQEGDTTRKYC
# Exocytosis inh – lytic granule exocytosis inhibition; TALL-104 LAMP-1 surface exposure, flow cytometry; cells stimulated with thapsigargin and PMA; inhibition, % at 10 µM; hit rate 0.66% among 360,000; AID 651702;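 active = inhibition above about 55%, limit read from the data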
# TWEAK-Fn14 inh – inhibitors of TWEAK-Fn14 interaction signaling | TWEAK-stimulated Fn14 reporter cells, luciferase luminescence, 8 h | inhibition, % at 10 µM | hit rate 2% among 360,000; in the data active = inhibition above about 50%
# NR5A2 inv ag – NR5A2 inverse agonism in reporter assay | O00482 | HEK293T StAR-luciferase reporter, LRH-1 transfected, 24 h | inhibition, % at 3.6 µM | hit rate 0.13% among 360,000;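 active = inhibition above the mean inhibition of all tested compounds plus 3 SD, cut at about 73% in these data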;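 note: 0% = DMSO wells and 100% = reporter-only cells lacking LRH-1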
# An asterisk follows results filed as active; nt = not tested or not shown. This is a subset, so the mix of outcomes need not match the whole.
SMILES,NOD2-RIPK2 inh,TLR9-MyD88 inh,TROY NFkB inh,ABHD5-PLIN5 inh,SRC1 inh,COUP-TFII inh,NCOA3 inh,NCOA2 inhibitor,Exocytosis inh,TWEAK-Fn14 inh,NR5A2 inv ag
CC(=O)N1CCc2cc(NC(=O)C3(C)CCN3Cc3ccccc3Cl)ccc21 (stereo unspecified),-4,nt,18,-4,-9,-82,-162,-7,12,-14,-34
Cc1ccc(S(=O)(=O)N2CCN(C(=O)CN3C(=O)NC4(CCCC4)C3=O)CC2)c(C)c1,2,7,8,7,-19,21,5,-9,3,-16,2
CN(C)c1c([N+](=O)[O-])ncn1C,-3,3,-2,-1,8,9,12,-10,6,8,-5
NC(CCc1ccccc1)c1csc(Nc2nccc(C(F)(F)F)n2)n1 (stereo unspecified),0,nt,-9,6,-5,1,10,2,20,-18,16
COc1ccc(NC(=O)C(c2ccccc2)c2ccccc2)c(OC)c1,10,1,20,-8,6,-14,0,-37,2,-28,-4
COc1cccc(C2NC(=O)c3ccccc3O2)c1OC (stereo unspecified),-2,4,-11,0,-6,-7,14,9,0,8,-18
C[C@H](NC(=O)c1ccccc1Cl)C(=O)Nc1ccccc1F,-5,-3,-10,1,10,3,3,11,2,14,-8
Cc1c(OC(=O)CNC(=O)OC(C)(C)C)ccc2c3c(c(=O)oc12)CCC3,6,-7,34,-8,2,7,0,-13,-3,-7,-14
COc1ccc(C(=O)NCS(=O)(=O)c2ccc(C)cc2)cc1,7,6,-12,5,-1,-17,14,6,1,-3,4
O=C(NCCc1ccc(O)c(O)c1)C1COc2ccccc2O1 (stereo unspecified),-9,-6,4,7,-23,-16,-4,18,24,-20,-40
C/C(N)=C(/C#N)C(=O)CSc1nn(-c2ccc(Cl)cc2)c(=S)s1,-1,-2,-38,8,-36,-17,-29,-23,1,-5,-8
Cc1cccc(OCC(=O)OCC(=O)N2CCCc3ccccc32)c1C,-8,-18,-4,-1,13,-29,0,-2,0,10,-4
Cc1ccc(-c2nc(N=Nc3ccc(O)cc3)n[nH]2)cc1,-3,6,-34,5,-16,2,-3,-68,1,-6,-31
CC(C)N(c1ccccc1)c1ccc(NC(=S)NCCN(C)C)cc1,1,-2,-26,7,10,8,5,-32,2,-8,-8
CCN(CC)S(=O)(=O)c1ccc(C)c(NC(=O)CN2C(=O)NC3(CCCC3)C2=O)c1,-1,-5,5,4,-11,-4,-5,3,3,9,2
O=[N+]([O-])c1ccc(C(O)CN2CCN(Cc3ccccc3)CC2)cc1 (stereo unspecified),-6,0,10,1,10,21,-4,-32,10,8,6
COc1ccccc1N1CCN(C(=O)C2CCCO2)CC1 (stereo unspecified),2,-4,1,7,-2,-5,6,-8,-2,4,-18
COc1cc(CCC(=O)N2CCN(c3ccc([N+](=O)[O-])cc3)CC2)cc(OC)c1OC,-3,-9,10,-1,9,7,-10,-19,16,-7,-34
Cn1ccc2c(/C=C/c3ccc(F)cc3)cc3c(c21)C1CCC3C1 (stereo unspecified),-2,nt,-15,2,1,10,23,1,1,-18,6
Nc1ncnc2c1ncn2[C@@H]1O[C@H](C(=O)Nc2ccc(Oc3ccccc3)nc2)[C@@H](O)[C@H]1O,-6,nt,13,-2,12,-6,13,-29,-2,3,5

# Some of these compounds in order of count of non-hydrogen atoms, largest number first.
SMILES,NOD2-RIPK2 inh,TLR9-MyD88 inh,TROY NFkB inh,ABHD5-PLIN5 inh,SRC1 inh,COUP-TFII inh,NCOA3 inh,NCOA2 inhibitor,Exocytosis inh,TWEAK-Fn14 inh,NR5A2 inv ag
Cn1ccc2c(/C=C/c3ccc(F)cc3)cc3c(c21)C1CCC3C1 (stereo unspecified),-2,nt,-15,2,1,10,23,1,1,-18,6
C/C(N)=C(/C#N)C(=O)CSc1nn(-c2ccc(Cl)cc2)c(=S)s1,-1,-2,-38,8,-36,-17,-29,-23,1,-5,-8
COc1ccc(C(=O)NCS(=O)(=O)c2ccc(C)cc2)cc1,7,6,-12,5,-1,-17,14,6,1,-3,4

# Next part:
SMILES,NOD2-RIPK2 inh,TLR9-MyD88 inh,TROY NFkB inh,ABHD5-PLIN5 inh,SRC1 inh,COUP-TFII inh,NCOA3 inh,NCOA2 inhibitor,Exocytosis inh,TWEAK-Fn14 inh,NR5A2 inv ag
CCn1cc(CN2CCCC(C(=O)c3ccc(-c4ccccc4)c(F)c3)C2)cn1 (stereo unspecified),-4,4,1,1,-13,6,4,20,11,-19,2
O=C(COc1ccc(Br)cc1)N(CCO)CCO,-7,-12,5,-4,12,1,24,-17,5,20,-6
COc1ccccc1N=CC1=C(O)CC(c2ccccc2)CC1=O (stereo unspecified),-2,-1,16,8,2,-6,21,-24,-4,12,8
COc1ccc(CNC(=O)CCCNC(=O)c2ccc(Cl)cc2)cc1OC,-7,-8,-3,-2,7,14,14,-12,12,12,-3
c1ccc(OCCn2c(-c3ccco3)nc3ccccc32)cc1,3,-11,-19,16,-26,16,-33,-8,20,4,-33
CN(C)CCCNS(=O)(=O)c1ccc(NC2CCCCCC2)c([N+](=O)[O-])c1,0,7,31,3,9,53*,12,14,60*,23,25
CCc1cc(C(=O)Nc2nc(-c3ccccn3)cs2)sc1C,-3,4,-16,4,-3,6,-6,-4,4,-10,-14
Cc1cc(N/C=C2\CCCCC2=O)no1,-1,-5,-4,9,-22,-7,-26,-8,-1,0,-45
COc1cccc(NC(=O)CN(c2cccc(C(F)(F)F)c2)S(C)(=O)=O)c1,-7,-8,-2,0,-4,-9,-8,3,0,26,-10
Cc1ccc(-c2nc(CSCC(=O)NCc3cccnc3)c(C)o2)cc1,-9,4,12,-2,5,3,2,-13,1,28,10
O=C(CSc1nnc(SCc2ccccc2)s1)N/N=C/c1c[nH]c2ccccc12,-6,-5,-15,-3,4,1,18,-21,1,21,2
Cc1[nH]c2ccccc2c1C(=O)CSc1ccccc1,-6,-5,-61,-5,-23,-25,-9,-16,0,-15,-56
Cc1ccc2nc(NC(=O)CC3Oc4ccccc4NC3=O)sc2c1 (stereo unspecified),-12,-13,-16,-1,-15,-1,-15,15,-3,-3,-12
COc1ccc(S(=O)(=O)N2CCN(CC(O)CN3CCOCC3)CC2)cc1 (stereo unspecified),-7,-6,3,-1,-6,-12,3,0,1,14,6
Cc1cccc(Nc2c3c(nc4ncnn24)CCC3)c1,8,-7,1,-5,11,1,-12,2,6,-8,17
CCOC(=O)c1[nH]c(C)c(C)c1C,-2,6,-4,-3,-23,14,5,-38,0,8,9
COc1ncnc2c1oc1nc(CC(C)C)c3c(c12)CCCC3,0,5,-3,2,0,-12,18,0,-2,27,-10
CC1(C)CC(=O)C2=C(C1)OC(N)=C(C#N)C2C1CC=CCC1 (stereo unspecified),7,-5,0,1,7,nt,-5,nt,-4,9,-22
COc1ccc(/C=N/NC(=O)c2c(C)nc3ccc(Br)cn23)cc1OC,-12,-3,23,0,-5,1,14,-13,5,-4,13
C[C@@]12CCC=C[C@H]1[C@H](c1ccccc1Br)N(Cc1ccccc1)C2=O,-4,-6,21,1,1,14,-14,-22,-5,21,-14
COc1ccc2nc(C)cc(SCC(=O)N/N=C/c3ccccc3)c2c1,-6,-2,19,1,7,-5,2,-17,3,30,12
CCn1cc(C(=O)OCC(=O)N(C)Cc2ccccc2)c(=O)c2ccc(C)nc21,4,2,-8,-1,8,-4,1,-11,1,6,9
Cc1cccc(NC(=O)N2CCc3ccccc3C2)c1C,-5,-14,-41,6,-30,-6,-10,-22,6,-18,-37
Cc1cc(OC(C)C(=O)NCCCn2ccnc2)c2c(C)c(C)c(=O)oc2c1 (stereo unspecified),2,-7,-11,-1,-7,-5,8,4,-3,7,11
CC1(C)C(=O)NCCN1C(=O)CSc1nccc(-c2ccc(Br)cc2)n1,-1,-2,-7,2,-12,7,11,-10,-3,-21,10
COCCNC(=S)N/N=C(\C)c1ccc(Cl)c(Cl)c1,6,1,-8,-5,-14,-5,8,-15,1,-25,0
O=Cc1ccc(OCC(=O)NC(=O)NC2CCCCC2)cc1,-9,-2,13,-11,-4,9,21,-49,-1,-7,18
CCOC(=O)N/N=C/c1ccc(OCCSc2ccc(Cl)cc2)c(OC)c1,6,-17,11,-3,16,5,5,-9,-2,-7,18
O=C(Nc1nnc(-c2ccco2)o1)C1CC1,-5,6,-4,8,11,-10,9,3,-1,11,20
CN(CC(=O)Nc1ccccc1Br)CC(=O)NC(c1ccccc1)c1ccccc1,6,-2,-5,2,-24,6,17,4,0,-6,6
CCCCCCCCC(NC(=O)c1ccc(C#N)cc1)C(=O)NCCC (stereo unspecified),2,6,1,-2,-27,-13,12,11,-7,-20,14
Cc1cccc(-c2noc(CCC(=O)NCc3ccccc3)n2)c1,4,7,-18,0,5,8,-22,-6,-2,-10,6
CCCNC(=O)CCc1cc(C(C)(C)C)c(O)c(C(C)(C)C)c1,-10,10,13,-1,0,-5,3,2,-2,13,3
COc1ccc2[nH]c(C(=O)N3CCC(n4nccc4NC(=O)C4CC4)CC3)c(C)c2c1,15,-10,9,0,-10,11,-8,-9,0,-4,7
COc1ccccc1/C=N/NC(=O)c1cc2c(OC)c(OC)ccc2[nH]1,6,-19,-22,-4,4,-46,1,-35,22,10,14
CC(C)(C)OC(=O)C[C@@H]1C/C=C\C[C@H](CC(=O)N(CCO)Cc2ccccc2)C(=O)N[C@@H](c2ccccc2)COC1=O,5,-3,1,7,3,4,4,13,-10,-18,-2
Cc1ccc(C(=O)Nc2nc(-c3ccccc3)c(-c3ccccc3)o2)cc1,-8,-2,-41,-3,-9,7,6,18,5,-9,-12
Cc1cc2nnc(SCC(=O)Nc3ccc(Cl)cc3)n2c(N)n1,-11,-6,-11,-4,-9,13,13,-8,-7,-8,6
Cc1ccc(CS(=O)(=O)CCC(=O)NCCc2ccccc2)cc1,-5,-4,16,-5,-9,12,-4,-21,-9,15,-20
COC(=O)c1[nH]c2cc(OC)ccc2c1N=CN(C)C,-3,-11,8,-2,-7,3,5,1,-8,8,-12
O=C1c2ccccc2C(c2nnnn2Cc2ccccc2)N1C1CC1 (stereo unspecified),2,nt,8,-1,nt,2,nt,-36,-1,3,1
COc1ccc([N+](=O)[O-])cc1NC(=O)C(C)N1CCCC1 (stereo unspecified),0,3,12,-4,-19,-4,8,7,-5,-26,-3
OC(c1ccc(Cl)c(Cl)c1)c1ncc(-c2ccc(C(F)(F)F)cc2)[nH]1 (stereo unspecified),6,nt,43,-18,8,11,4,-4,-3,0,-26
COC(=O)Nc1nncs1,-14,1,13,3,3,4,8,-5,2,0,1
CC(=O)Nc1cccc(NC(=O)C(=O)Nc2ccc3c(c2)N(C(=O)C2CC2)CCC3)c1,0,-1,-8,-9,-44,-34,-43,-50,-9,16,-44
Cc1ccccc1NC(=O)Nc1cc(S(N)(=O)=O)ccc1C,2,-5,6,1,-13,1,-15,20,7,13,-21
COc1ccccc1CC(=O)Nc1ccc(-c2noc(COc3ccc(Cl)c(C)c3)n2)cc1,-6,-5,-2,-4,17,-12,-11,-22,-1,-8,20
O=C(CSc1n[nH]c(-c2ccco2)n1)Nc1ccccc1F,-12,4,-5,-4,5,-25,3,-17,-2,33,32
COc1cccc(NC(=O)c2oc3ccc(S(=O)(=O)N4CCOCC4)cc3c2C)c1,-3,5,1,1,15,-8,10,4,-2,10,10
Cc1ccccc1NC1=C(Cl)C(=O)N(C2CCCCC2)C1=O,-3,2,-30,-6,16,20,5,-33,-3,6,8
